Bioassay records from PubChem BioAssay.
All columns: NCI-60 one-dose screen, growth in % after 48 h at 10 µM unless noted; 100 = growth as untreated, 0 = no growth, -100 = all killed.
OVCAR-4: OVCAR-4 ovarian cancer cells. hit rate 3.7% among 80,000. AID 1794784
TK-10: TK-10 renal cancer cells | hit rate 3.9% among 81,000 | AID 1794769
SK-OV-3: SK-OV-3 ovarian cancer cells | hit rate 3.2% among 80,000
IGROV1: IGROV1 ovarian cancer; AID 1794786; hit rate 4.7% among 79,000
OVCAR-5: OVCAR-5 ovarian cancer; hit rate 2.9% among 82,000; AID 1794783
UO-31: UO-31 renal cancer. hit rate 5.2% among 81,000
786-0: 786-0 renal cancer cells. hit rate 5.1% among 81,000
SN12C: SN12C renal cancer cells. hit rate 3.8% among 81,000
Starred values were filed as active, the others as inactive; / = not tested or not shown; [ ] = another dose, or the depositor's remark. Rule for the calls: active = growth percent below 10; inactive = the rest. These rows are one share of the data; rates above refer to the full screens.

SMILES | OVCAR-4 | TK-10 | SK-OV-3 | IGROV1 | OVCAR-5 | UO-31 | 786-0 | SN12C
COc1ccc2c(c1)C1(C(=O)O)CC=CCC1(C(=O)O)C2 (stereo not drawn) | 115.4 | 110.6 | 109.8 | 105.2 | 103.2 | 71.3 | 107.1 | 100.7
O=C1/C(=C\c2ccccc2)C2OCC=C3CN4CCC56c7ccccc7N1C5C2C3CC46 (stereo not drawn) | 79.4 | 98.7 | 88.6 | 25.8 | 103.6 | 43.9 | 65.5 | 78.6
CN(C)c1ccc(/C=N/N=C(/N)N[N+](=O)[O-])cc1 | 97.6 | 91.5 | 79.3 | 96.6 | 107.0 | 95.6 | / | 101.2
CC(=O)O[C@H]1C(=O)[C@@]2(C)[C@H]([C@H](OC(=O)c3ccccc3)[C@]3(O)C[C@H](OC(=O)[C@H](OC(=O)OC[C@@H]4COC(C)(C)O4)[C@@H](NC(=O)c4ccccc4)c4ccccc4)C(C)=C1C3(C)C)[C@]1(OC(C)=O)CO[C@@H]1C[C@@H]2O | 64.4 | 26.0 | 12.9 | 16.6 | 7.0* | 34.1 | 19.4 | 27.0
COc1ccc(C2=CC(c3ccc(OC)c(OC)c3)c3c(c4ccccc4oc3=O)O2)cc1OC (stereo not drawn) | 42.8 | 42.0 | 25.6 | / | 60.2 | 21.8 | 25.7 | 58.7
CC(C)OP(=S)(S)OC(C)C | 104.1 | 115.6 | 102.8 | 109.8 | 106.6 | 96.7 | 104.7 | 102.1
FC(F)=C(F)c1ccccc1 | 110.8 | 89.7 | 97.5 | 99.0 | 112.2 | 83.7 | 100.5 | 112.4
N[C@@H](CCC(=O)CCl)C(=O)O | 112.0[20 µM] | 101.0[20 µM] | 107.6[20 µM] | 99.5[20 µM] | 98.0[20 µM] | 91.0[20 µM] | 101.2[20 µM] | 89.0[20 µM]
CCCCN(CCCC)CCc1ccccn1 | 108.5 | 95.9 | 120.2 | 99.9 | 101.2 | 84.4 | 105.7 | 103.1
CCC(=O)NC1=C(N2CC2C)C(=O)C(NC(=O)CC)=C(N2CC2C)C1=O (stereo not drawn) | 103.6 | 118.0 | 116.2 | / | 122.3 | 90.1 | 109.9 | 98.2
O=[N+]([O-])c1cc(S(=O)(=O)F)ccc1Cl | 110.9 | 116.5 | 96.1 | 120.4 | 92.1 | 99.3 | 99.9 | 106.2
CC(C)c1cc([N+](=O)[O-])cc([N+](=O)[O-])c1O | 115.3 | 98.6 | 100.2 | 111.1 | 107.3 | 85.8 | 101.4 | 103.2
Cc1c(C(=O)CN2CCCCC2)ccc(O)c1O | 120.4 | 84.3 | 111.9 | 108.1 | 110.6 | 91.3 | 100.5 | 109.8
CCCC(OC(C[N+](=O)[O-])C(Cl)(Cl)Cl)c1ccccc1 (stereo not drawn) | 109.8 | 112.5 | 100.5 | 90.5 | 96.3 | 88.0 | 101.3 | 106.3

Record cards, as listed above. Values in the order: OVCAR-4	TK-10	SK-OV-3	IGROV1	OVCAR-5	UO-31	786-0	SN12C
`CCC(=O)NC1=C(N2CC2C)C(=O)C(NC(=O)CC)=C(N2CC2C)C1=O` (stereo not drawn) is entered as 103.6	118.0	116.2	/	122.3	90.1	109.9	98.2
`N[C@@H](CCC(=O)CCl)C(=O)O` is entered as 112.0[20 µM]	101.0[20 µM]	107.6[20 µM]	99.5[20 µM]	98.0[20 µM]	91.0[20 µM]	101.2[20 µM]	89.0[20 µM]
`CN(C)c1ccc(/C=N/N=C(/N)N[N+](=O)[O-])cc1` is entered as 97.6	91.5	79.3	96.6	107.0	95.6	/	101.2
`Cc1c(C(=O)CN2CCCCC2)ccc(O)c1O` is entered as 120.4	84.3	111.9	108.1	110.6	91.3	100.5	109.8
`COc1ccc2c(c1)C1(C(=O)O)CC=CCC1(C(=O)O)C2` (stereo not drawn) is entered as 115.4	110.6	109.8	105.2	103.2	71.3	107.1	100.7

2 entries drawn at random from those above, as already listed:
SMILES | OVCAR-4 | TK-10 | SK-OV-3 | IGROV1 | OVCAR-5 | UO-31 | 786-0 | SN12C
CN(C)c1ccc(/C=N/N=C(/N)N[N+](=O)[O-])cc1 | 97.6 | 91.5 | 79.3 | 96.6 | 107.0 | 95.6 | / | 101.2
Cc1c(C(=O)CN2CCCCC2)ccc(O)c1O | 120.4 | 84.3 | 111.9 | 108.1 | 110.6 | 91.3 | 100.5 | 109.8
